# A-T KAP1 phos: potential ataxia-telangiectasia treatment; […] A-T fibroblasts, KAP-1 phosphorylation AlphaLISA; neocarzinostatin DNA damage 30 min before lysis; 320,000 compounds, 0.19% hits; Potency, µM (top dose mostly 57.5 µM), inactives show at the highest dose activation, most hits filed as activators; also: potency is read from the fitted curve at half-maximal effect; % of control where 0% means no effect; nearly all actives have a fitted effect of over 45% in size
#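 ATM-like activity read as KAP-1 phosphorylation via AlphaLISA donor/acceptor antibody pairs after lysis and 6 hr at 25C. Cells were ATM-null patient fibroblasts ([…], hTERT), dosed 60 min, then exposed to the DSB inducer NCS for 30 min.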
# Coupling enz: counter-screen for Giardia aldolase inhibitors: coupling enzyme system | AID 2472 | 290,000 compounds, 0.67% hits | activity change, negative = inhibition, % at 58.2 µM, hits read low | coupling enzyme system counterscreen, AmpLite Red fluorescence; in the data active = activity change below about -30%; also: % is scaled to controls: 0 for no effect and ±100 for the full control effect
#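 Coupling enzymes only (glyceraldehyde-3-phosphate) + compound, at 57.5 uM final, 10 min RT; add substrate/coupling/AmpLite Red mix, 20 min RT; fluorescence ex 525/em 598 nm. Actives flag coupling-system interference.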
# GALK inhibitor: inhibitors of human galactokinase | Purified GALK, Kinase-Glo residual ATP luminescence | Potency, µM (doses to about 57.5 µM), without a hit: at the highest dose activity change, negative = inhibition, hits mostly inhibitors | 270,000 compounds, 0.007% hits | P51570; also: potency is read from the fitted curve at half-maximal effect; % is scaled to controls: 0 for no effect and ±100 for the full control effect
#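 Galactose (100 uM) and ATP (35 uM) were turned over by 5 nM GALK for 1 h at RT. Kinase-Glo Plus then converted the remaining ATP into a luminescent signal.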
# TRPV1 ag: activates the human vanilloid receptor TRPV1; Q8NER1; TRPV1-expressing cells, Fluo-8 calcium influx, agonist mode; activation, % at 8.33 µM; 320,000 compounds, 0.19% hits; AID 540275; in the data active = activation above about 80%; inconclusive = between about 30% and that limit; also: 0% is about no effect
#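 Cells expressing TRPV1 were dye-loaded with Fluo-8 and read kinetically: 10 s baseline, 3 min after compound (agonist portion), then 2 min after EC20 capsaicin (allosteric enhancer portion). Calcium-bound dye fluorescence at 480/520 nm.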
# a7 integrin act: activators of alpha7 integrin expression for muscular dystrophy; alpha7betagal myoblasts, beta-gal FDG fluorescence, 48 h; Potency, µM (highest dose often 38.3 µM), without a hit: top-dose activation, hits mostly activators; 350,000 compounds, 0.064% hits;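 also: potency is read from the fitted curve at half-maximal effect; 100% = response of the positive control SU9516; nearly all actives have a fitted effect of over 60% in size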
#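 Alpha7betagal+/- myoblasts (passage 13) were plated 16-24 hr, then exposed to compounds (1:260 dilution of DMSO stock) for 48 hours at 37C. After MPER lysis, β-galactosidase reporter activity was read as FDG fluorescence (ex 480/em 540) after 30 minutes.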
# S-ASM inh: blocks human secretory acid sphingomyelinase; 340,000 compounds, 0.006% hits; Potency, µM (top dose mostly 57.5 µM), without a hit: at the top dose activity change, negative = inhibition, usual class: inhibitors; P17405; placental ASM, HMU-PC fluorogenic substrate, 60 min; AID 504937; also: potency is read from the fitted curve at half-maximal effect
#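 qHTS format. ASM enzyme prepared from human placenta hydrolyses the fluorogenic substrate HMU-PC0 (9 uM final) over 60 min at 37 °C after a 10 min compound preincubation.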
# KCNH2 3.1 inh: KCNH2 3.1 (human) potassium channel inhibition; U2OS KCNH2 3.1, thallium flux FluxOr; stronger effect = lower value; activity change, % (tested at about 1.8 µM); 340,000 compounds, 0.95% hits;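 active = maximum activity change below -70%; inconclusive = maximum activity change from -70% to -50%; inactive = maximum activity change above -50%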;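 also: thallium influx rate constant from kinetic fluorescence after stimulation buffer; % is scaled to controls: 0 for no effect and ±100 for the full control effect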
#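 We transduce U2OS cells with the mutant 3.1 virus, culture them overnight, load FluxOr with Red40 quencher for 45 min, then add stimulation buffer and read kinetically for 2 min to derive a normalized rate constant.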
# MBNL1-CUG inh: blocks human MBNL1 binding to CUG repeat RNA | Q9NR56 | TR-FRET MBNL1-His/biotin-(CUG)12 binding, 665/545 ratio | Potency, µM (highest dose often 57.5 µM), for inactives: at the top dose activity change, negative = inhibition, hits mostly inhibitors | 280,000 compounds, 0.036% hits; active = well fitted inhibition curve with a large enough effect in the signal ratio, with a control signal flat, not every such curve was filed as active; inconclusive = small, poorly fitted or top-dose-only effect, or effect the other way, or a change in a side signal; inactive = no such curve, though single readings can be large or run the other way; the % refers to the signal ratio; also: potency is read from the fitted curve at half-maximal effect; % is scaled to controls: 0 for no effect and ±100 for the full control effect
#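 Compound titration spanned 92 nM–58 uM against the MBNL1-His/biotin-(CUG)12 complex. After 60 min at room temperature with 5 nM streptavidin-XL665 and 0.055 ng/ul terbium anti-His, ratiometric 665/545 nm emission (Ex 340 nm) normalized to controls.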
# MLL CXXC-DNA inh: blocks binding of human MLL CXXC domain to DNA. Potency, µM (series often up to 115 µM), for inactives: top-dose activity change, negative = inhibition, most hits filed as inhibitors. Q03164. AID 2662. 290,000 compounds, 0.037% hits. MLL-CXXC / FITC-HOXA9 DNA fluorescence polarization; active = well fitted inhibition curve with a large enough effect in the polarisation, with a control signal flat, not every such curve was filed as active; inconclusive = small, poorly fitted or top-dose-only effect, or effect the other way, or a change in a side signal; inactive = no such curve, though single readings can be large or run the other way; the % refers to the polarisation; also: potency is read from the fitted curve at half-maximal effect
#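 Steps: dispense CXXC domain solution (7 uM) → pin compounds or unlabeled HOX-A9 DNA control → 5 min ambient → add FLSN-HOX-A9 solution (50 nM) → spin → 30 min ambient → fluorescence polarization. Tris pH 7.5/NaCl/DTT/BSA buffer.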
# hERG WT inh: blocks the wildtype human KCNH2 potassium channel; Q12809; U2OS, BacMam KCNH2, thallium flux FluxOr; stronger effect = lower value; activity change, % at 1.84 µM; 340,000 compounds, 0.37% hits; AID 720551;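 active = maximum activity change below -70%; inconclusive = maximum activity change between -70% and -50%; inactive = maximum activity change above -50%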; also: % is scaled to controls: 0 for no effect and ±100 for the full control effect
# Target sequence (Q12809 whole entry, looked up): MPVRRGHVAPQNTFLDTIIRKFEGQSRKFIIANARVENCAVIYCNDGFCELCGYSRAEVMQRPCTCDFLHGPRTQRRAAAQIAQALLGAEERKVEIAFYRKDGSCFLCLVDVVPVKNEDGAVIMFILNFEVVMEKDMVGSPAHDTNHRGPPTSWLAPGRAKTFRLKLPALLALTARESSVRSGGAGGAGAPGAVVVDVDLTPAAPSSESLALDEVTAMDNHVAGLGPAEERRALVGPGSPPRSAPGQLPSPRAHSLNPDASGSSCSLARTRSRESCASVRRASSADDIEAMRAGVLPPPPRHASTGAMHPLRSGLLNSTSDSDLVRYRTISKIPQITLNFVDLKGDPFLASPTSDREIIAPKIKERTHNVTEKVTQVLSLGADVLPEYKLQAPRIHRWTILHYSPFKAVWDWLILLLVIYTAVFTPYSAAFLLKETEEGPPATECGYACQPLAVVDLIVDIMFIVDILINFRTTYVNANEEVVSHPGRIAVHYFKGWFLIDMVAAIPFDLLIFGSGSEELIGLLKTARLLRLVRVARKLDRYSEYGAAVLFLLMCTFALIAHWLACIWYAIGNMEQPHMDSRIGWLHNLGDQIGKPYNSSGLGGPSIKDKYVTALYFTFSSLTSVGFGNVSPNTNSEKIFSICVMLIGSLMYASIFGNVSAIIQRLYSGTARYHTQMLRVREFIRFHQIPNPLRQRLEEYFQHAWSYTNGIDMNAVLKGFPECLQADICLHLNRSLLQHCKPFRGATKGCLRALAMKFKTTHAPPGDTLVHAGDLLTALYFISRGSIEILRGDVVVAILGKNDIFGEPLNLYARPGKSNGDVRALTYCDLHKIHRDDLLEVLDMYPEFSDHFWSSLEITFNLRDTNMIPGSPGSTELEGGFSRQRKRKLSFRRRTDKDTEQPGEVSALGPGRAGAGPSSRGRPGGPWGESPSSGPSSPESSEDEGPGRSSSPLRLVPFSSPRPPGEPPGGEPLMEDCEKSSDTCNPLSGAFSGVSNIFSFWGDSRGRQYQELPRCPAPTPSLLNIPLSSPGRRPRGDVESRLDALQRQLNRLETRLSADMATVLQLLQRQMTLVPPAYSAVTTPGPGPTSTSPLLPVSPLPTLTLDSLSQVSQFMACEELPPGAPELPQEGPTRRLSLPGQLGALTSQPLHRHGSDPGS
#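 U2OS cells transduced with wild-type KCNH2 virus are loaded with FluxOr dye for 45 min, and thallium flux is measured in kinetic reads before and after stimulation buffer. Rate constants are normalized to DMSO controls.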
# Numbers without * were called inactive; i = inactive; ? = inconclusive; . = no result given; & = joins results of further samples; [ ] = remark or other dose. Unless noted, calls follow the shape of the dose curve; as a rule, active = well fitted curve in the direction sought with a large enough effect; inconclusive = small, poorly fitted or top-dose-only effect, or another doubt; inactive = no such curve, though single readings can be large; an effect the other way counts as inactive or inconclusive.
# Order of values – A-T KAP1 phos	Coupling enz	GALK inhibitor	TRPV1 ag	a7 integrin act	S-ASM inh	KCNH2 3.1 inh	MBNL1-CUG inh	MLL CXXC-DNA inh	hERG WT inh
- CC(C)c1ccc(C2N3CC4([N+](=O)[O-])CN2CC([N+](=O)[O-])(C3)C4(C)C)cc1 (stereo not given)
  12%	-1	-2%	6	-30%	-3%	12	-6%	-7%	.
- Cc1nn(-c2ccc(F)cc2)c2sc(C(=O)O)cc12
  -1%	7	-2%	0	0%	2%	?	7%	-8%	-3
- CCOC(=O)c1sc2nc3n(c(=O)c2c1C)CCC(C)CC3 (stereo not given)
  1%	3	1%	15	-27%	-6%	6	5%	2%	-11
- CCc1ccc(/C=N/NC(=O)c2c[nH]c3ccccc23)s1
  -5%	-1	2%	85*	-20%	-7%	3	?	1%	-5
- COc1ccc(NC(=O)c2cc3ccccc3o2)cn1
  -7%	-9	-4%	?	?	1%	2	4%	-3%	2
- CCCCc1c(C)nn(-c2nnc3c4ccccc4n(CC)c3n2)c1C
  -2%	1	0%	?	2%	-9%	-21	11%	-3%	-11
- Cc1cc(NC(=O)CCC(=O)N(CC(=O)NC2CCCC2)c2ccc(F)cc2)no1
  3%	1	0%	1	0%	-1%	1	3%	32%	-5
- Cc1ccc(CN2C(=O)N/C(=C\c3ccc(-c4ccc(C(=O)O)cc4C)o3)C2=O)cc1
  7%	5	-6%	5	-5%	.	4	.	4%	1
- O=C(CN1C2=NCCCN2c2ccccc21)c1ccc2c(c1)OCO2
  5%	2	3%	0	6%	0%	-35	1%	-5%	18
- CN(C1CCS(=O)(=O)C1)S(=O)(=O)c1ccc(C2CCCCC2)cc1 (stereo not given)
  -3%	0	-4%	1	7%	1%	2	-2%	31%[activator]	10
- CN1CCN(C(=O)/C(=C\c2ccc3c(c2)OCO3)NC(=O)c2cccs2)CC1
  2%	0	11%	2	-19%	5%	?	5%	0%	-48
- CC(c1ccccc1)N1CCn2c(nc3cc(NC(=O)c4cccs4)ccc32)C1 (stereo not given)
  -3%	-3	0%	-4	-7%	13%	3	18%	20%	18
- C/C(N=Nc1nc2ccccc2s1)=N\Nc1ccccc1O
  -10%	-1	1%	-1	-22%	-2%	-28	11%	-9%	-3
- COc1ccc(C2=Nc3cc(C)ccc3OC2)cc1
  1%	-3	2%	8	-24%	-2%	-28	14%	30%	10
- CCCCN(C(=O)c1ccc2c(c1)OCO2)c1c(N)n(CCCC)c(=O)[nH]c1=O
  0%	.	.	-1	-2%	3%	3	.	.	5
- CCOC(=O)C(C(=O)NCC1CCCO1)C1CCCCC1 (stereo not given)
  .	2	1%	0	7%	3%	1	8%	4%	-11
- O=C(Nc1ccc(O)c2c(=O)cc(-c3ccccc3Cl)oc12)c1ccccc1Cl
  -4%	-2&2	.	2	15%	-4%	7	8%	11%	0
- CC(C)CCOc1ccc(NC(=O)C2OC3OC(C)(C)OC3C3OC(C)(C)OC23)cc1 (stereo not given)
  -3%	-1	.	-3	1%	3%	6	-2%	3%	-2
- O=C(Cn1ccc([N+](=O)[O-])n1)NCc1nc2ccccc2[nH]1
  -1%	1	-1%	-1	-13%	-1%	-8	13%	11%	-21
- COc1cc(C(=O)OCc2ccc([N+](=O)[O-])cc2)cc(OC)c1OC
  2%	5	-1%	2	6%	7%	6	3%	0%	.

# Three compounds out of the list above, ordered by the value under TRPV1 ag, descending:
molecule,GALK inhibitor,TRPV1 ag,a7 integrin act,S-ASM inh,MLL CXXC-DNA inh
CCOC(=O)C(C(=O)NCC1CCCO1)C1CCCCC1 (stereo not given),1%,0,7%,3%,4%
CCCCN(C(=O)c1ccc2c(c1)OCO2)c1c(N)n(CCCC)c(=O)[nH]c1=O,.,-1,-2%,3%,.
CC(C)CCOc1ccc(NC(=O)C2OC3OC(C)(C)OC3C3OC(C)(C)OC23)cc1 (stereo not given),.,-3,1%,3%,3%

# Other results:
# Order of values – A-T KAP1 phos	Coupling enz	GALK inhibitor	TRPV1 ag	a7 integrin act	S-ASM inh	KCNH2 3.1 inh	MBNL1-CUG inh	MLL CXXC-DNA inh	hERG WT inh
- COc1ccc(CN(Cc2cc3ccc(C)cc3[nH]c2=O)Cc2nnnn2C2CCCC2)cc1
  -13%	0	10%	17	29%	?	-19	2%	-1%	9
- Cc1ccc(-c2nnc(-c3cccc(NC(=O)c4cccs4)c3)o2)cc1
  -5%	5	-1%	?	-1%	?	-2	-3%	22%	-10
- COc1ccc2sc(-c3ccc(S(C)(=O)=O)cc3)c(-c3ccc(C(N)=O)cc3)c2c1
  -2%	.	.	.	29%	5%	20	.	.	4
- CS(=O)(=O)N(CC(=O)O)c1cccc(Cl)c1
  4%	0	-2%	-4	2%	-1%	-1	-7%	-1%	4
- COC(=O)CN(C(=S)Nc1ccc(F)cc1)C1CC(=O)N(c2ccccc2)C1=O (stereo not given)
  -10%	0	0%	0	?	-2%	-2	?	11%	7
- COc1ccc(NC(=O)Nc2ccc(F)c(F)c2)c(OC)c1
  0%	-1	7%	-1	2%	0%	8	8%	-1%	-8
- CSCC[C@H](NC(=O)c1ccc(Cl)c([N+](=O)[O-])c1)c1nc2ccccc2[nH]1
  1%	0	-2%	1	-24%	-1%	-13	?	-3%	13
- NC(=O)N/N=C1\CCS(=O)(=O)c2ccc(F)cc21
  -3%	2	13%	0	-17%	1%	4	2%	-9%	-7
- Cc1cc(NS(=O)(=O)c2ccc(NC(=S)NC(=O)/C=C/c3ccccc3)cc2)no1
  12%	1	-6%	0	-16%	-9%	26	10%	-1%	0
- CC(CC(=O)N1CCN(S(=O)(=O)c2ccccc2)CC1)n1cncn1 (stereo not given)
  0%	0	0%	-1	13%	4%	-1	-4%	13%	-2
- Cc1cc(C(=O)OCC(=O)NCCN2C(=O)CSC2=O)ccc1[N+](=O)[O-]
  0%	.	.	.	5%	2%	10	.	.	19
- COc1ccc(CN2CCN(C(=O)c3ccc4nc(N5CCOCC5)sc4c3)CC2)c(OC)c1OC
  -6%	1	2%	1	-18%	3%	1	-15%	-5%	-8
- COc1cc(C2C(C#N)=C(N)Oc3c2oc(CO)cc3=O)ccc1OC(C)C (stereo not given)
  2%	-4	3%	-1	-4%[7.66 µM]	0%	-3	?	-15%	17
- O=C(NCc1ccco1)/C(=C\c1cccs1)NC(=O)c1ccco1
  9%	4	2%	-2	?	1%	0	7%	17%	i
- Cc1ncc(CO)c(/C=N/NC(=O)c2ccccc2Br)c1O
  -6%	-1	3%	3	-15%	73%[activator]	13	?	1%	3
- Clc1nssc1=Nc1ccc(Br)cc1
  -3%	2	3%	10	-14%	-9%	1	15%	2%	-11
- O=C(Nc1ccccc1C(=O)O)c1cccc(NS(=O)(=O)c2ccc(Br)cc2)c1
  -6%	1	-3%	-4	-19%	6%	-8	-10%	-11%	-14
- O=C(Nc1cccc(Cl)c1)Nn1cnnc1
  -1%	-2	-1%	8	14%	5%	-12	25µM*	?	6
- NNC(=O)c1cc2cc3ccccc3nc2s1
  18%	0	-1%	-1	-76%[inhibitor]	-1%	4	.	3%	.
- O=C(c1cccc(F)c1)N1CCN(C2CCCCC2)CC1
  -1%	2	1%	-3	-15%	1%	-8	2%	10%	12
- Cc1ncsc1C(=O)O
  -1%	-5	3%	2	0%	0%	-11	-23%	3%	-4
- CC1CCC(C(C)C)C(OCC(O)CNC(C)C)C1 (stereo not given)
  -1%	-1	4%	10	-2%	-1%	-28	-14%	6%	6
- Cc1cccc(C)c1NC(=O)CNC(=O)CCCc1c[nH]c2ccccc12
  -2%	.	.	0	2%	4%	-1	.	.	-5
- CCCCn1c2ccc(F)cc2c2nnc(NN)nc21
  4%	-6	-1%	-1	-53%[inhibitor]	-2%	-45	.	7%	2
- Cc1ccccc1C(=O)NC(CC(C)C)C(=O)N1CCN(c2ccccc2)CC1 (stereo not given)
  3%	1	4%	2	-4%	0%	7	-7%	1%	-1
- CCN(C(=O)c1ccc(Cl)c([N+](=O)[O-])c1)c1ccccc1
  -3%	0	-1%	-4	-32%	-4%	-16	18%	-11%	-10
- O=C(Nc1ccccc1N1CCOCC1)c1ccc(Cl)nc1
  1%	0	4%	-2	7%	3%	-105*	3%	-2%	2
- Cc1cc(N2CCOCC2)n2cc(-c3ccccc3)nc2n1
  7%	-2	1%	8	3%	3%	10	10%	11%	-15
- CCC(C)c1ccc(NC(=O)C2CCN(c3ccc(C(F)(F)F)cn3)CC2)cc1 (stereo not given)
  1%	-1	0%	0	-2%	3%	-14	-5%	6%	-2
- c1ccc(-c2noc(CSc3nnnn3C3CCCCC3)n2)cc1
  29%	-3	.	0	-39%	-6%	-11	-5%	-2%	-3
- CC(C)C(NC(=O)CN1C(=O)c2ccccc2C1=O)c1ccccc1 (stereo not given)
  1%	0	-1%	-1	-34%	1%	7	10%	?	1
